INS promoter inh = TRM-6 insulin promoter activity inhibition; AID 1273; hit rate 0.9% among 130,000; inhibition, % at 2 µM; TRM-6 cells (human fetal islet line), insulin promoter-eGFP reporter, imaging; reporter expression induced with tamoxifen;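 active = inhibition above the mean plus 3 SD, with well images judged a real hit on visual review, cut at about 60% in these data, passing the limit was not always enough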
SDO1 yeast rescue = sdo1-depleted yeast growth rescue; S. cerevisiae sdo1-depleted JHY4D growth rescue, OD600 30 h; active compounds read high; pdr5 snq2 efflux-pump mutant strain; AID 817; hit rate 0.21% among 140,000; z-score at 10 µM;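 active = z-score above 3 at both the 24 hr and the 30 hr optical density reads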;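 also: z-score against mean and SD of all compound wells on the same plate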
SDO1 yeast rescue Rescue 24 h = further read-out of SDO1 yeast rescue, marked with its call; z-score; S. cerevisiae sdo1-depleted JHY4D growth rescue, OD600; measured here: growth rescue at 24 h;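 0 is the plate mean of compound wells and units are plate SD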
Numbers without * were called inactive. The list is partial. The share of hits here may be higher or lower than overall.

Preview, 3 compounds:
How did CC(=O)NC(Cc1c[nH]c2ccccc12)C(=O)OCC(=O)Nc1cc(C)on1 (stereo unspecified) do in these assays?
INS promoter inh: 30; SDO1 yeast rescue: 1; SDO1 yeast rescue Rescue 24 h: 0.13

What do the screens show for `Cc1ccc(CCC2C3=C(CCCC3=O)OC3=C2C(=O)CCC3)cc1`?
INS promoter inh: 32; SDO1 yeast rescue: -0.24; SDO1 yeast rescue Rescue 24 h: -0.14

What do the screens show for `COc1ccc(-n2c(O)c(C=Nc3ccccc3)c3ccccc3c2=O)cc1`?
INS promoter inh: -6

The whole of this part, from the start:
How did CC(=O)NC(Cc1c[nH]c2ccccc12)C(=O)OCC(=O)Nc1cc(C)on1 (stereo unspecified) do in these assays?
INS promoter inh: 30; SDO1 yeast rescue: 1; SDO1 yeast rescue Rescue 24 h: 0.13

What do the screens show for `Cc1ccc(CCC2C3=C(CCCC3=O)OC3=C2C(=O)CCC3)cc1`?
INS promoter inh: 32; SDO1 yeast rescue: -0.24; SDO1 yeast rescue Rescue 24 h: -0.14

What do the screens show for `COc1ccc(-n2c(O)c(C=Nc3ccccc3)c3ccccc3c2=O)cc1`?
INS promoter inh: -6

How did CCSc1nnc(NC(=O)CSc2nnc(Cc3cccn3C)n2-c2ccc(F)cc2)s1 do in these assays?
SDO1 yeast rescue: -0.44; SDO1 yeast rescue Rescue 24 h: -0.94

How did COc1ccc(NC(=O)C(c2ccc(OC)cc2)N(Cc2ccco2)C(=O)CC2NC(=O)NC2=O)cc1 (stereo unspecified) do in these assays?
INS promoter inh: 27

What do the screens show for `O=C(Nc1cc([N+](=O)[O-])ccc1F)c1cccs1`?
INS promoter inh: 14; SDO1 yeast rescue: 0.36; SDO1 yeast rescue Rescue 24 h: -0.43

What do the screens show for `O=C(CN(CC1CCCO1)C(=O)CCC(=O)Nc1ccccn1)NCc1ccccc1` (stereo unspecified)?
INS promoter inh: 25; SDO1 yeast rescue: 0.9; SDO1 yeast rescue Rescue 24 h: 0.5

What do the screens show for `O=C(COC(=O)COc1cccc2ccccc12)NCC(F)(F)F`?
INS promoter inh: 42

What do the screens show for `COc1ccc(-c2noc(CN(C(=O)c3ccc(OC(C)=O)cc3)C(C)C)n2)cc1OC`?
INS promoter inh: -35; SDO1 yeast rescue: 0.53; SDO1 yeast rescue Rescue 24 h: 0.73

Results for CCCCN(C(=O)/C=C/c1ccco1)c1c(N)n(CC(C)C)c(=O)[nH]c1=O ?
INS promoter inh: -36

What do the screens show for `O=C(O/N=C1\CCCc2ccccc21)C1CC1`?
INS promoter inh: 27

Results for C=CCN(CC=C)CC(O)CN(c1cc([N+](=O)[O-])ccc1OC)S(=O)(=O)c1ccccc1 (stereo unspecified) ?
INS promoter inh: -10; SDO1 yeast rescue: -0.26; SDO1 yeast rescue Rescue 24 h: -0.75

What do the screens show for `CCCN(CC1COc2ccccc2O1)C(=S)Nc1ccc(C)cc1` (stereo unspecified)?
SDO1 yeast rescue: -0.66; SDO1 yeast rescue Rescue 24 h: -0.91

How did O=C(C1CCC(C(=O)N2CCCCC2)CC1)N1CCCCC1 (stereo unspecified) do in these assays?
INS promoter inh: -22; SDO1 yeast rescue: 0.66; SDO1 yeast rescue Rescue 24 h: 0.6

What do the screens show for `N#Cc1nc(-c2ccc(F)cc2)oc1NCc1cccc2c1OCO2`?
SDO1 yeast rescue: -1.1; SDO1 yeast rescue Rescue 24 h: 0.08

The final 3 compounds of the part before lead into the next.
What do the screens show for `CCCN(CC1COc2ccccc2O1)C(=S)Nc1ccc(C)cc1` (stereo unspecified)?
SDO1 yeast rescue: -0.66; SDO1 yeast rescue Rescue 24 h: -0.91

How did O=C(C1CCC(C(=O)N2CCCCC2)CC1)N1CCCCC1 (stereo unspecified) do in these assays?
INS promoter inh: -22; SDO1 yeast rescue: 0.66; SDO1 yeast rescue Rescue 24 h: 0.6

What do the screens show for `N#Cc1nc(-c2ccc(F)cc2)oc1NCc1cccc2c1OCO2`?
SDO1 yeast rescue: -1.1; SDO1 yeast rescue Rescue 24 h: 0.08

What do the screens show for `CC1CC(C)CN(c2nc3c(c(=O)[nH]c(=O)n3C)n2CCCSc2nc3ccccc3s2)C1` (stereo unspecified)?
INS promoter inh: -86

Results for O=C(Cn1nnc2ccccc21)c1cccc([N+](=O)[O-])c1 ?
INS promoter inh: -8; SDO1 yeast rescue: 0.06; SDO1 yeast rescue Rescue 24 h: -0.11

What do the screens show for `COc1ccc(CCCC(=O)Nc2ccccc2F)cc1`?
INS promoter inh: -7; SDO1 yeast rescue: -0.31; SDO1 yeast rescue Rescue 24 h: -0.2

What do the screens show for `CCCCc1ccc(-c2ccc(Br)cc2O)nc1`?
INS promoter inh: 10; SDO1 yeast rescue: -0.59; SDO1 yeast rescue Rescue 24 h: -0.37

What do the screens show for `N#CC(C(=O)OC1CCCCC1)c1nc2ccccc2nc1N1CCOCC1` (stereo unspecified)?
INS promoter inh: -38; SDO1 yeast rescue: -0.45; SDO1 yeast rescue Rescue 24 h: -1.1

Results for O=C(c1ccco1)N1CCN(C(=O)C2CC(c3ccc(Cl)cc3)=NO2)CC1 (stereo unspecified) ?
INS promoter inh: -214; SDO1 yeast rescue: 0.68; SDO1 yeast rescue Rescue 24 h: 0.65

What do the screens show for `Cc1cc(C)c(C(=O)Nc2ccc(Br)c(C(F)(F)F)c2)c(C)c1`?
INS promoter inh: 35; SDO1 yeast rescue: -0.8; SDO1 yeast rescue Rescue 24 h: -0.72

How did Cc1cccnc1NC1CCCCC1 do in these assays?
INS promoter inh: 79*

How did CCOC(=O)c1c(C)c2c(n1C)CCC/C2=N\O do in these assays?
INS promoter inh: 12; SDO1 yeast rescue: -0.35; SDO1 yeast rescue Rescue 24 h: -0.83

How did NC(=O)c1ccccc1NS(=O)(=O)c1ccc(F)cc1 do in these assays?
INS promoter inh: 20

How did C=CCNC(=O)C1CC(=O)N(c2ccc(OCC(=O)NCc3ccccc3)cc2)C1 (stereo unspecified) do in these assays?
INS promoter inh: 24; SDO1 yeast rescue: 0.12; SDO1 yeast rescue Rescue 24 h: -1.1

How did COc1cccc(-c2nnc(SCC(=O)N3CCOCC3)o2)c1 do in these assays?
INS promoter inh: 29; SDO1 yeast rescue: -0.3; SDO1 yeast rescue Rescue 24 h: -0.73

Results for CC1(C(=O)O)C=CC2(CCCCC2)N1C(=O)c1ccccc1 (stereo unspecified) ?
INS promoter inh: -5; SDO1 yeast rescue: 0.79; SDO1 yeast rescue Rescue 24 h: 0.87

What do the screens show for `COc1cc(Nc2cc(C)nc3ncnn23)cc(OC)c1`?
SDO1 yeast rescue: 0.32; SDO1 yeast rescue Rescue 24 h: -0.2

How did Cc1ccc(NC(=O)c2cc(N3C(=O)CCC3=O)ccc2N2CCCCC2)cc1 do in these assays?
INS promoter inh: 30

What do the screens show for `COc1cccc(C(=O)Nn2c(-c3cccs3)nc3ccccc3c2=O)c1OC`?
INS promoter inh: -47; SDO1 yeast rescue: -0.96; SDO1 yeast rescue Rescue 24 h: 0.32

How did COc1ccc(CN(Cc2ccco2)S(=O)(=O)c2ccc(S(=O)(=O)N3CCCC3)cc2)cc1 do in these assays?
INS promoter inh: 7; SDO1 yeast rescue: -1.5; SDO1 yeast rescue Rescue 24 h: -0.81

What do the screens show for `COc1ccc(N2CCN(CC(O)COCCOc3ccc(Br)cc3)CC2)cc1` (stereo unspecified)?
INS promoter inh: 8; SDO1 yeast rescue: -1.6; SDO1 yeast rescue Rescue 24 h: -0.48

How did Cc1ccc2c(c1)c1c3n2CCN(C(=O)C2CC2)C3CCC1 (stereo unspecified) do in these assays?
SDO1 yeast rescue: -1.3; SDO1 yeast rescue Rescue 24 h: -1.1

What do the screens show for `COCCNC(=O)c1sc2nc(-c3ccccc3)cn2c1C`?
INS promoter inh: -30; SDO1 yeast rescue: 1; SDO1 yeast rescue Rescue 24 h: 0.66

How did O=C(c1ccc(-c2ccccc2)cc1)c1ccccc1C(=O)N1CCOCC1 do in these assays?
INS promoter inh: 21; SDO1 yeast rescue: -1.3; SDO1 yeast rescue Rescue 24 h: -1.2

Results for COc1cccc(NC(=S)NC(=O)c2c(Cl)c(C)nn2C)c1 ?
INS promoter inh: -29; SDO1 yeast rescue: 0.14; SDO1 yeast rescue Rescue 24 h: 0.96

What do the screens show for `COc1cccc(C2NC(c3cccc(OC)c3O)C(C)C(=O)C2C)c1O` (stereo unspecified)?
INS promoter inh: -37; SDO1 yeast rescue: 0.64; SDO1 yeast rescue Rescue 24 h: 1

Results for Cn1nc(-c2ccc(N3CCN(CCO)CC3)c([N+](=O)[O-])c2)c2ccccc2c1=O ?
INS promoter inh: 24

Results for CC1=CC(=C(C#N)c2nc3ccccc3s2)C=C(C)N1c1ccc(F)cc1F ?
SDO1 yeast rescue: -1.1; SDO1 yeast rescue Rescue 24 h: -0.14

How did O=C(CSc1ncnc2c1oc1ccccc12)OCc1ccccc1 do in these assays?
SDO1 yeast rescue: -0.8; SDO1 yeast rescue Rescue 24 h: -0.73

What do the screens show for `O=C(OCc1cccc2ccccc12)C1CC(=O)N(c2ccccc2)C1` (stereo unspecified)?
INS promoter inh: 54; SDO1 yeast rescue: -0.71; SDO1 yeast rescue Rescue 24 h: -0.52

How did COCc1cc(N2CCOCC2)nc(SCc2ccc(Cl)cc2)n1 do in these assays?
INS promoter inh: 29

What do the screens show for `O=C(Nc1nnc(CCN2CCCCC2)s1)C1CCCCC1`?
INS promoter inh: 18; SDO1 yeast rescue: 0.78; SDO1 yeast rescue Rescue 24 h: 0.04

What do the screens show for `O=C(NCc1ccco1)c1cc(-c2cccc(Cl)c2)on1`?
SDO1 yeast rescue: -1.1; SDO1 yeast rescue Rescue 24 h: -0.48

Results for O=C(COC(=O)CCSc1ccccc1Cl)NCc1ccco1 ?
INS promoter inh: -47

What do the screens show for `COc1ccc(C2C=C(C34CC5CC(CC(C5)C3)C4)NC(=S)N2)cc1OC` (stereo unspecified)?
INS promoter inh: 30; SDO1 yeast rescue: -1.7; SDO1 yeast rescue Rescue 24 h: -1.2

How did COc1cc(/C=N/NC(=O)c2cnccn2)cc(OC)c1OC do in these assays?
SDO1 yeast rescue: 1; SDO1 yeast rescue Rescue 24 h: 0.93

What do the screens show for `COc1cc(C=Nc2cccc([N+](=O)[O-])c2C)ccc1OC(C)=O`?
INS promoter inh: 15; SDO1 yeast rescue: 0.93; SDO1 yeast rescue Rescue 24 h: 1.1

What do the screens show for `CC(C)(C)SCCNC(=O)/C=C/c1ccc([N+](=O)[O-])cc1`?
INS promoter inh: 56; SDO1 yeast rescue: 1.5; SDO1 yeast rescue Rescue 24 h: 1.7

How did CCCCOc1ccc(C(=O)N2CC(C)OC(C)C2)cc1 (stereo unspecified) do in these assays?
INS promoter inh: 35; SDO1 yeast rescue: 0.63; SDO1 yeast rescue Rescue 24 h: 0.02

What do the screens show for `Cc1cccc(C)c1NC(=O)CSc1nnc(-c2ccoc2C)n1C`?
INS promoter inh: 8; SDO1 yeast rescue: 0.6; SDO1 yeast rescue Rescue 24 h: 0.32

How did Cc1ccc(NC(=O)CN2C(=O)NC3(CCC(C)CC3)C2=O)c(Cl)c1 (stereo unspecified) do in these assays?
SDO1 yeast rescue: -0.75; SDO1 yeast rescue Rescue 24 h: -0.94

How did COc1ccc(CCN2C(=O)NC(NS(=O)(=O)c3ccc(N)cc3)(C(F)(F)F)C2=O)cc1OC (stereo unspecified) do in these assays?
INS promoter inh: -10; SDO1 yeast rescue: 1.2; SDO1 yeast rescue Rescue 24 h: 0.7

Results for CCc1ccc(C(=O)c2oc3nc(C)cc(C)c3c2N)cc1 ?
INS promoter inh: 21; SDO1 yeast rescue: -1.7; SDO1 yeast rescue Rescue 24 h: -0.89

What do the screens show for `CCOc1ccc(NC(=O)CC2C(=O)N(c3ccccc3)C(=O)N2Cc2ccco2)cc1` (stereo unspecified)?
INS promoter inh: -61

How did CCc1ccccc1NC(=O)Cn1nnc(C(=O)NCc2cccs2)c1N do in these assays?
INS promoter inh: -60

How did Cc1cc(C)c(NC(=O)CN2CCN(C)CC2)c(C)c1 do in these assays?
SDO1 yeast rescue: -0.88; SDO1 yeast rescue Rescue 24 h: -1.1

How did COc1cc(/C=N/NC(=O)c2ccccc2)ccc1OS(=O)(=O)c1ccccc1 do in these assays?
SDO1 yeast rescue: -0.59; SDO1 yeast rescue Rescue 24 h: -0.63

Results for CCOC(=O)c1ccc(NC(=O)CCS(=O)(=O)c2ccc(Br)s2)cc1 ?
INS promoter inh: -12; SDO1 yeast rescue: -1.1; SDO1 yeast rescue Rescue 24 h: -1.2

Results for Cc1ccc(-n2c(SCc3cn4ccsc4n3)nc3ccccc3c2=O)cc1 ?
INS promoter inh: 3; SDO1 yeast rescue: -1.6; SDO1 yeast rescue Rescue 24 h: -1.2

Results for Cc1c(NC(=O)C2CC=CCC2C(=O)O)c(=O)n(-c2ccccc2)n1C (stereo unspecified) ?
INS promoter inh: 62; SDO1 yeast rescue: 0.34; SDO1 yeast rescue Rescue 24 h: 0.04

Results for COc1ccccc1N1CCN(C(=O)/C=C/c2cccs2)CC1 ?
INS promoter inh: 17; SDO1 yeast rescue: -1.1; SDO1 yeast rescue Rescue 24 h: -1.7

What do the screens show for `COc1ccc(N2CC(C(=O)Nc3nnc(SCC(=O)c4ccccc4)s3)CC2=O)cc1` (stereo unspecified)?
INS promoter inh: 30; SDO1 yeast rescue: 0.42; SDO1 yeast rescue Rescue 24 h: 0.02

How did COc1ccc(-c2nnc(SCC(=O)c3ccc(C)o3)o2)cc1 do in these assays?
INS promoter inh: -150; SDO1 yeast rescue: 0.44; SDO1 yeast rescue Rescue 24 h: 0.53

Results for O=C(Nc1cccc(F)c1)C1CCN(C(=O)Cc2ccccc2)CC1 ?
INS promoter inh: 23; SDO1 yeast rescue: -0.74; SDO1 yeast rescue Rescue 24 h: -0.88

Results for COc1ccc2oc(-c3ccc(NC(=O)c4ccc(N5CCOCC5)c([N+](=O)[O-])c4)cc3)nc2c1 ?
SDO1 yeast rescue: -0.97; SDO1 yeast rescue Rescue 24 h: -0.31

Screens: PubChem, several laboratories
